# Bioassay records (PubChem)
# TRPC6 inh: mouse TRPC6 channel inhibitors, primary screen, cell-based, HEK293, membrane potential dye. Short transient receptor potential channel 6 (Mus musculus), Q61143. ACh-evoked depolarization; active compounds read low. B-score at 10 µM. 310,000 tested, 1.1% active;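 active means B-score under library mean minus 3 SD, initial fluorescence not abnormally high, positive integrated signal ratio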;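 further: B-score derived from integrated fluorescence ratio over the kinetic read; more negative B-score means stronger inhibition of depolarization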
# TMEM16A inh: TMEM16A chloride channel inhibitors, primary screen, cell-based, HTS | Anoctamin-1 (Mus musculus), Q8BHY3 | HEK293 TMEM16A/YFP iodide influx fluorescence, ionomycin | normalized B-score (activity score, 25-100; higher = stronger inhibition) at 10 µM | 310,000 tested, 1.2% active | AID 588511, 2011;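 active means ratio plate-corrected score three or more library SD toward inhibition, starting fluorescence score within five deviations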;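 further: score derived from kinetic fluorescence span divided by baseline fluorescence per well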
# Target sequence (Q8BHY3 whole entry, looked up): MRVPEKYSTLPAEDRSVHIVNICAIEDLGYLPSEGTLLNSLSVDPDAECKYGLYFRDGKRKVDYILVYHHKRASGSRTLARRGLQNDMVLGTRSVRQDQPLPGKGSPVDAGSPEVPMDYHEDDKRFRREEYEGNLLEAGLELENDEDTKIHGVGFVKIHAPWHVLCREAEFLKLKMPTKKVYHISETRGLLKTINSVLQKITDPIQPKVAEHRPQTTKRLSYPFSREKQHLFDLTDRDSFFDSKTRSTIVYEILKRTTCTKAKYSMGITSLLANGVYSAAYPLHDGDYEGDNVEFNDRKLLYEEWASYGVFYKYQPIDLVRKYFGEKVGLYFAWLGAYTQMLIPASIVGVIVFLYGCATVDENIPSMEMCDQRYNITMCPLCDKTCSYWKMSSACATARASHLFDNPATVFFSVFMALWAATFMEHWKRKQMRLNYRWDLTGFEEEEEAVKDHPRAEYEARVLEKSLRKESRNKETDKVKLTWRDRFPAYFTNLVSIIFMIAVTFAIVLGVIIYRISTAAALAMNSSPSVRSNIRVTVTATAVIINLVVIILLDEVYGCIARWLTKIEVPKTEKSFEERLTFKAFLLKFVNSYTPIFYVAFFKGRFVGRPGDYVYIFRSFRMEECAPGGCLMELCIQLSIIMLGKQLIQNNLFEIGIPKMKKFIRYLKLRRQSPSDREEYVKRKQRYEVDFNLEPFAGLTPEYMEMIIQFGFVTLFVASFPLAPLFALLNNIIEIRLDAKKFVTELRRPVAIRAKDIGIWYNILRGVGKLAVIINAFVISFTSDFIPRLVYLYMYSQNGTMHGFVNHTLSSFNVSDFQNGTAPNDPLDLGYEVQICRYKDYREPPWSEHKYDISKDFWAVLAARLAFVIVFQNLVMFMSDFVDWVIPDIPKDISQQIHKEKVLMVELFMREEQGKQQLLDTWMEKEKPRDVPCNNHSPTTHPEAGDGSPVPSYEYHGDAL
# SKKanGAS inh: S. pyogenes SKKanGAS growth inhibitors in kanamycin, primary screen, streptokinase expression inhibitor project, SKKanGAS strain, BacTiter-Glo luminescence; 6 h; inhibition, % at 7.5 µM; 300,000 tested, 1.3% active; AID 1662, 2009;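 active means mean replicate score, as percent of positive control median, at least 50; inconclusive means mean below 50 but one replicate at or above 50; inactive means mean and every replicate below 50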;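 further: strain carries kanamycin resistance gene driven by streptokinase promoter and grows in 40 µg/ml kanamycin; loss of luminescence reflects streptokinase promoter inhibition or plain growth inhibition; 0% = median of DMSO wells and 100% = positive control at its reference dose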
# TRPC6 act: mouse TRPC6 channel activators, primary screen, cell-based, HEK293, membrane potential dye. HEK293-TRPC6 membrane potential dye fluorescence; active compounds read high. B-score at 10 µM. 310,000 tested, 0.13% active;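 active means B-score of the integrated fluorescence ratio above library mean plus 3 SD, and starting fluorescence ratio within library mean plus 5 SD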;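 further: higher score means more depolarization so channel activation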
# RGS4 pot: RGS4 potentiators or activators, primary screen, cell-based, HEK293 M3R inducible RGS4, calcium flux; carbachol calcium flux Fluo4; active compounds read low; B-score at 10 µM; 310,000 tested, 0.92% active; AID 463111, 2010;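 active means B-score of the integrated calcium signal more than 4 SD below the library mean, with starting fluorescence not abnormally high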;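 further: negative B-score means reduced calcium response which marks RGS4 activation or potentiation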
#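 Material: M3R-expressing HEK293 line, RGS4 induced by doxycycline | Schedule: Overnight RGS4 induction, 30 min dye load 37 °C, 20 min compound RT | Measured by: Fluo4 fluorescence kinetic imaging of calcium | Read-out: Integrated calcium ratio converted to B score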
# MrgX1 agonist: agonists of human MrgX1 receptor, primary screen, HEK293 cells, Fluo-4 calcium flux. Mas-related G-protein coupled receptor member X1 (Homo sapiens), Q96LB2. B-score at 10 µM. 310,000 tested, 0.44% active. Fluo-4 calcium fluorescence, agonist mode; active compounds read high;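 active means calcium response B-score plate-corrected fluorescence ratio at least 3 library SD, with starting fluorescence B-score inside 5 SD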
#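 Test system: HEK293 cells stably expressing human MrgX1 receptor; Input: fifteen thousand cells per well; Dosing: compound delivered in addition one of three; Schedule: overnight seeding, then 1 h dark dye loading; Technique: Fluo-4 NW calcium fluorescence; Measure: B-scored fluorescence response ratio; Controls: positive and negative controls per plate.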
# RGS4 block: RGS4 inhibitors, primary screen, cell-based, HEK293 M3R inducible RGS4, calcium flux; Fluo-4 calcium flux; active compounds read high; triggered by carbachol at its EC20; B-score at 10 µM; 310,000 tested, 0.45% active; AID 463165, 2010;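 active means B-score, a plate-corrected calcium signal, over three deviations above library mean, with baseline fluorescence within five deviations of library mean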;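 further: RGS4 expression induced by doxycycline in cells with stable M3 receptor; B-score is computed from the integrated fluorescence ratio over baseline after carbachol; higher B-score means a larger calcium signal and so more RGS4 inhibition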
# MrgX1 antag: antagonists of human MrgX1 receptor, primary screen, HEK293 cells, Fluo-4 calcium flux | BAM8-22 antagonism; active compounds read low | 310,000 tested, 1.3% active | B-score at 10 µM | Mas-related G-protein coupled receptor member X1 (Homo sapiens), Q96LB2;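 active means calcium-response B-score plate-corrected more than 3 library SD below zero, starting fluorescence within 5 deviations, no agonist response on first addition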;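 further: peak minus trough fluorescence over baseline after final BAM8-22 challenge near maximal dose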
# MrgX1 allo act: positive allosteric modulators of MrgX1, primary screen, HEK293 cells, Fluo-4 calcium flux; FDSS; active compounds read high; 310,000 tested, 0.63% active; Mas-related G-protein coupled receptor member X1 (Homo sapiens), Q96LB2; B-score at 10 µM; AID 588675, 2011;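 active means plate-corrected calcium response at least 3 library SD above typical, normal starting fluorescence, not activating the receptor alone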;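 further: compound read alongside a low EC10 to EC30 dose of BAM8-22 agonist; peak minus trough fluorescence over baseline measured at the second addition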
# HDAC3 inhib: HDAC3 deacetylase inhibitors, primary screen, biochemical, fluorescence, cell-free homogeneous; Histone deacetylase 3 (Homo sapiens), O15379; recombinant HDAC3, fluorogenic peptide/trypsin coupled; inhibition, % at 8.3 µM; 320,000 tested, 0.15% active; in the data active means inhibition above about 26%, passing the limit was not always enough; inconclusive means no clear call, values can overlap the other calls
# ANO1 activ: TMEM16A chloride channel activators or potentiators, primary screen, cell-based, HTS; Anoctamin-1 (Mus musculus), Q8BHY3; HEK293 TMEM16A/YFP-H148Q/I152L, iodide quench fluorescence; active compounds read low; B-score at 10 µM; 340,000 tested, 0.3% active; AID 623877, 2012;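 active means fluorescence-ratio B-score plate-corrected deviation score at least 3 library SD below zero, with starting fluorescence score within 5 deviations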;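 further: channel opened by trigger with iodide after compound preincubation; score built on the fluorescence ratio of max minus min over baseline; more negative score means more quench and so TMEM16A activation or potentiation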
# * marks the source's active call; other numbers are inactive results; i = inactive; ? = inconclusive; . = no result given. An unsorted share of the library; any-hit rate near 6.7%.
canonical_smiles	RGS4 pot	RGS4 block	MrgX1 agonist	MrgX1 allo act	SKKanGAS inh	TRPC6 inh	MrgX1 antag	ANO1 activ	HDAC3 inhib	TMEM16A inh	TRPC6 act
Cc1cccc(-n2c(=O)c3ccccc3n3c(=S)[nH]nc23)c1C	i	i	i	i	8	i	i	i	5	i	i
Cc1ccccc1-c1nc(CS(=O)(=O)CC(=O)NCCCN2C(C)CCCC2C)c(C)o1 (stereo not drawn)	i	i	i	i	-6	i	i	i	-5	i	i
O=C(NC1=NCCS1)c1cc(-c2cccnc2)nc2ccccc12	i	i	i	i	-6	i	i	i	5	i	i
Cc1cc(C)c(C#N)c(N2CCN(c3ccc(F)cc3)CC2)n1	i	i	i	i	23	i	i	i	6	i	i
CC(C)CN1C(=O)/C(=C(/C#N)C(=O)NC2CCCCC2)c2ccccc21	i	i	i	8.2*	-1	i	i	i	11	i	i
CC(C(=O)NCCS(=O)(=O)c1ccc(Cl)cc1)S(=O)(=O)c1ccccc1 (stereo not drawn)	i	i	i	i	-4	i	i	i	-4	i	i
COc1cc(CCCN2C(=O)C(=O)NC[C@@H]2C(C)O)cc(OC)c1OC (stereo partly drawn)	i	i	i	i	-1	i	i	i	-3	i	i
N/C(CSc1nc(-c2ccccc2)c(-c2ccccc2)o1)=N\O	i	i	i	i	-3	i	i	i	3	i	i
O=C(CN1C(=O)NC2(CCCC2)C1=O)N1CCN(c2ccccc2O)CC1	i	i	i	i	2	i	i	i	1	i	i
O=C1NCCCC2c3c(cc(Br)c(O)c3Br)OC12N1CCCCC1 (stereo not drawn)	i	i	i	i	4	i	i	i	13	i	i
CC12CCC(C(=O)N(Cc3ccccc3)Cc3ccccc3)(OC1=O)C2(C)C (stereo not drawn)	i	i	i	i	-1	i	i	i	-2	i	i
CCCCc1ccc(N=N/C(C(=O)Nc2ccccc2OC)=C(/C)O)cc1	i	i	i	i	5	i	-9.1*	i	-2	i	i
CCOCCn1c(CN2CCN(C(c3ccccc3)c3ccccc3)CC2)nc2c1c(=O)n(C)c(=O)n2C	i	i	i	i	-3	i	i	i	4	i	i
COc1cc(C(=O)N2CCCc3ccccc32)c([N+](=O)[O-])cc1OC	i	i	i	i	2	i	i	i	1	i	i
COc1ccc2cc(C(c3nnnn3CC3CCCO3)N3CCOCC3)c(=O)[nH]c2c1 (stereo not drawn)	i	i	i	i	0	i	i	.	-2	i	i
COc1ccc(-c2noc(CN(C)S(=O)(=O)c3ccc(C)cc3)n2)cc1	i	i	i	i	-2	i	i	i	4	i	i
Cc1ncc(CO)c(CNc2ccc(-c3nc4ccccc4[nH]3)cc2)c1O	i	i	i	i	-13	i	i	i	-13	i	i
COc1cccc(C(C(=O)NC2CCCC2)N(Cc2ccccc2OC)C(=O)c2ccco2)c1 (stereo not drawn)	i	i	i	i	-3	i	i	i	-4	i	i
CC1CC(C)CN(C(=S)SCc2nc(N)nc(Nc3ccccc3)n2)C1 (stereo not drawn)	i	i	i	i	46	i	i	i	20	i	i
O=Cc1ccc(-c2nc3ccccc3s2)o1	i	i	i	i	1	i	i	i	-5	i	i
Cc1ccc(-c2nn(-c3ccccc3)cc2/C=N/NS(=O)(=O)c2ccccc2)cc1	i	i	i	i	18	i	i	i	-3	i	i
CC(=O)N1CCN(c2nnnn2-c2ccccc2)CC1	i	i	i	i	-3	i	i	i	1	i	i
Cn1nc(-c2ccc(N3CCCCC3)c(NC(=O)c3ccco3)c2)c2ccccc2c1=O	i	i	i	i	31	i	i	i	2	i	i
O=C(NCC1CCN(Cc2ccccc2Cl)CC1)Nc1cccc(Cl)c1	i	i	i	i	?	i	i	i	0	i	i
COc1ccc(CCNC(=O)Cn2cnc3c(nnn3Cc3ccc(C)cc3)c2=O)cc1OC	i	i	i	i	3	i	i	i	2	i	i
CC1CCCCN1C(=O)CSc1nc2ccccc2n1CC(=O)N1CCc2ccccc21 (stereo not drawn)	i	i	i	i	-1	i	i	i	-2	i	i
COC(=O)c1oc2ccc(Br)cc2c1NC(=O)CCCN1C(=O)c2ccccc2C1=O	i	i	i	i	-8	i	i	i	-14	i	i
S=c1[nH]nc(COc2ccccc2)n1/N=C/c1ccccc1Br	i	i	i	i	11	i	i	i	1	i	i
Cc1ccc(Cc2nnc(SCC(=O)Nc3ccc(C)cc3C)[nH]c2=O)cc1	i	i	i	i	5	i	i	i	-3	i	i
CC1(C)CC(=O)c2sc(NC(=O)CCS(=O)(=O)c3ccccc3)nc2C1	i	4.7*	i	i	-2	i	i	i	6	i	i
COc1cccc(N2CC(C(=O)NCc3n[nH]c(=O)c4ccccc34)CC2=O)c1 (stereo not drawn)	i	i	.	.	8	i	.	i	.	.	i
CCc1csc(CNC(=O)C2CCC(=O)N(Cc3cccc(F)c3)C2)n1 (stereo not drawn)	i	i	i	i	1	i	i	i	0	i	i
COC(=O)C1=C(C)N(CCCC(=O)O)C(=O)NC1c1cc2c(cc1[N+](=O)[O-])OCO2 (stereo not drawn)	i	i	i	i	1	i	i	i	0	i	i
CN(C)C(=O)C12CCC(C)(C(=O)C1Br)C2(C)C (stereo not drawn)	i	i	i	i	2	i	i	i	-2	i	i
O=C(CSc1nc2ccccc2s1)N1CCN(C(=O)c2ccco2)CC1	i	i	i	i	-3	i	i	i	6	i	i
CCNC(=S)N(CCc1ccccc1C)Cc1cc2cc(OC)c(OC)cc2[nH]c1=O	i	i	i	i	4	i	i	i	-7	i	i
COc1ccc(NC(=O)Cn2cnc3sc(C)c(S(=O)(=O)N4CCN(C)CC4)c3c2=O)cc1OC	i	i	i	i	-1	i	i	i	0	i	i
Cc1cccnc1NC(=O)c1ccc(C(=O)c2ccccc2)cc1	i	i	i	i	-1	i	i	i	3	i	i
CCOc1ccccc1C(=O)NC(C)CCc1ccccc1 (stereo not drawn)	i	i	i	i	-2	i	i	i	1	i	i
NC(N)=NNC(=O)c1ccccc1Cl	i	i	i	i	3	i	i	i	-1	i	i
COCCNc1ncnc2c1cnn2Cc1ccccc1Cl	i	i	i	i	-3	i	i	i	1	i	i
CCOC(=O)CN(C)Cc1cn[nH]c1-c1ccc2cc(OC)ccc2c1	i	i	i	i	11	i	i	i	1	i	i
Cc1nc(-c2ccc(Cl)cc2)sc1C(=O)CBr	i	i	i	i	-6	i	i	i	3	i	i
Cc1cc(C)nc(NC(=O)c2c(-c3ccccc3Cl)noc2C)n1	i	i	i	i	-3	i	i	i	6	i	i
COc1ccc(-c2csc(NC(=O)COC(=O)c3ccco3)n2)cc1	i	i	i	i	0	i	i	i	7	i	i
O=C(CNC(=O)c1ccccc1Br)N/N=C/c1cccnc1	i	i	i	i	3	i	i	i	-10	i	i
CCCCNC(=O)c1ccc2nc(-c3ccco3)c(-c3ccco3)nc2c1	i	i	i	i	-2	i	i	i	9	i	i
CCCc1cc(C(F)(F)F)c(C#N)c(=O)[nH]1	i	i	i	i	13	i	i	i	-34	i	i
COCCNS(=O)(=O)c1ccc(C)c(C)c1C	i	i	i	i	-9	i	i	i	-4	i	i
Cc1ccc(S(=O)(=O)NN=C2CCN(Cc3ccccc3)CC2)cc1	i	i	i	i	3	i	i	i	3	i	i
COc1ccc(-n2c(SCC(=O)N3CCOCC3)nnc2C(C)N2CCCCC2)cc1 (stereo not drawn)	i	i	i	i	-6	i	i	.	-8	i	i
Cc1ccc(/C=N/NC(=O)COc2ccc(Cl)c(C)c2)o1	i	i	i	i	1	i	i	i	1	i	i
CNC(C)C#Cc1ccc2c(=O)c3c(OC)cccc3oc2c1 (stereo not drawn)	i	i	i	i	9	i	i	.	2	i	i
CCCc1ccc(Oc2cc(Cl)nc(N)n2)cc1	i	i	i	i	-16	i	i	i	1	i	i
Nc1c(N2CCCC2)cc(Cl)c2nonc12	i	i	i	i	25	i	i	i	4	i	i
COc1ccc(/C=C/C(=O)OCC(=O)NCc2cccs2)cc1OC	i	i	i	i	2	i	i	i	3	i	i

# (next part)
canonical_smiles	RGS4 pot	RGS4 block	MrgX1 agonist	MrgX1 allo act	SKKanGAS inh	TRPC6 inh	MrgX1 antag	ANO1 activ	HDAC3 inhib	TMEM16A inh	TRPC6 act
Cc1ccnc(NS(=O)(=O)Cc2ccccc2)c1	i	i	i	i	-13	i	i	i	-9	i	i
CCN1C(=O)[C@H]2[C@@H](c3ccc(-c4ccccc4)cc3)N[C@@](Cc3ccccc3)(C(=O)OC)[C@H]2C1=O	i	i	i	i	11	i	i	i	-1	i	i
CN1CCN(c2nc(-c3ccc(Cl)cc3)nc3ccccc23)CC1	i	i	.	.	4	i	.	i	.	.	i
COc1ccc(CCNC(=O)C(=O)NCC2CCNCC2)cc1OC	i	i	i	i	-7	i	i	i	7	i	i
COc1ccc(NC(=S)N(CCN(C)C)C(C)c2ccncc2)cc1Cl (stereo not drawn)	i	i	i	i	-9	i	i	i	3	i	i
CN1CC(=O)N(CC(=O)Nc2ccc(SC(F)F)cc2)C1=O	i	i	i	i	-10	i	i	i	6	i	i
CCOc1ccccc1N(C)S(=O)(=O)c1ccc2c(c1)CCN2C(=O)CCC(=O)O	i	i	i	i	4	i	i	i	2	i	i
COC(=O)c1ccc(CN2CCCC(C(=O)Nc3cccc(-n4cccn4)c3)C2)cc1 (stereo not drawn)	i	i	i	i	-11	i	i	i	-1	i	i
Cc1cc2c3c(c1C)C1(C(=O)N3C(C)(C)CC2C)C(C#N)=C(N)OC2=C1C(=O)CC(C)(C)C2 (stereo not drawn)	i	i	i	i	-4	i	i	i	4	i	i
CCOc1cccc(C(=O)NC(c2ccccc2)C(C)C)c1 (stereo not drawn)	i	i	i	i	1	i	i	i	1	i	i
